Assay outcomes from PubChem BioAssay.
FadD28 binding: inhibitors of Mycobacterium tuberculosis FadD28 bisubstrate binding | FadD28 bisubstrate probe binding, fluorescence polarization | inhibition, % at 12.5 µM | 360,000 compounds, 0.22% hits; in the data active means inhibition above about 8.5%, passing the limit was not always enough; inconclusive means no clear call, values can overlap the other calls
UGM FP inh: inhibitors of M. tuberculosis UDP-galactopyranose mutase. purified UGM, fluorescence polarization probe displacement. 320,000 compounds, 0.06% hits. inhibition, % at 10 µM; in the data active means inhibition above about 10%, passing the limit was not always enough; inconclusive means no clear call, values can overlap the other calls
Target sequence (P9WIQ1 whole entry, looked up): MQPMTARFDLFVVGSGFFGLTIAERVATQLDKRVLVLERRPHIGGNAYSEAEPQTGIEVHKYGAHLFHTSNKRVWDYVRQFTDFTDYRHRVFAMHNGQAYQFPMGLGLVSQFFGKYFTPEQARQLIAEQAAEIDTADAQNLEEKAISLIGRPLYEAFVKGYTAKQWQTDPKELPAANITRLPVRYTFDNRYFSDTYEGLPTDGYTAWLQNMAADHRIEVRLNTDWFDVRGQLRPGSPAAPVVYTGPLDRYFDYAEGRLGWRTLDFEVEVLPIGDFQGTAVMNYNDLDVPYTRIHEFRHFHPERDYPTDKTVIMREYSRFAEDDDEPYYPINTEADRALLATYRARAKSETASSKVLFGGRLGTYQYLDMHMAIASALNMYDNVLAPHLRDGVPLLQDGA
Anthrax LF inh2: anthrax lethal factor protease inhibition. inhibition, % at 10 µM. multiplex microsphere protease cleavage assay, LF. 360,000 compounds, 0.12% hits; further: plate controls were buffer without enzyme for full effect and enzyme alone for no effect
BoNT F protease: blocks Botulinum neurotoxin F light chain protease | 360,000 compounds, 0.22% hits | inhibition, % at 10 µM | Multiplex microsphere protease cleavage assay, flow cytometry | AID 588497; in the data active means inhibition above about 35%, passing the limit was not always enough; inconclusive means no clear call, values can overlap the other calls; further: plate controls were buffer without enzyme for full effect and enzyme alone for no effect
GDH-TPI inh: GDH-TPI coupled enzyme inhibition counter-screen | GDH-TPI coupled enzyme counterscreen, NADH absorbance | inhibition, % at 4.8 µM | 360,000 compounds, 1.2% hits; in the data active means inhibition above about 30%;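 further: 0% = DMSO wells and 100% = wells lacking the enzyme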
Mtb BioA inh: blocks M. tuberculosis BioA enzyme activity; purified M. tuberculosis BioA enzyme, plate reader; inhibition, % at 9.99 µM; 360,000 compounds, 0.096% hits; AID 602481; in the data active means inhibition above about 40%; inconclusive means no clear call, values can overlap the other calls
FBA Mtb inh: Mtb fructose-bisphosphate aldolase inhibition; P9WQA3; purified M. tuberculosis FBA, fluorescence read-out; inhibition, % at 1 µM; 360,000 compounds, 2.3% hits; AID 588726; in the data active means inhibition above about 27%;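 further: 0% = vehicle and 100% = reference inhibitor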
Target sequence (P9WQA3 whole entry, looked up): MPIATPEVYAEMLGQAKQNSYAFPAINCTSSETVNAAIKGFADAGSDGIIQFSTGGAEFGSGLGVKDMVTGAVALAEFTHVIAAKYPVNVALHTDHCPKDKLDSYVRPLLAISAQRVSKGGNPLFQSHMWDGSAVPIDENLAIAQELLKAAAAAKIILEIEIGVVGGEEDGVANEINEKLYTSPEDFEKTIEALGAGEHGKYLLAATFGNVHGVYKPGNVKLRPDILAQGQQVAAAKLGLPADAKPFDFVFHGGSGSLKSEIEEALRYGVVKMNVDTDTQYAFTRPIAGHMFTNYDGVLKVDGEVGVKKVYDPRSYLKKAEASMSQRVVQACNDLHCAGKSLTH
PfHsp40 rescue: rescue of PfHsp40-mediated yeast toxicity; S. cerevisiae expressing PfHsp40, growth rescue, ATP luminescence; growth rescue, % at 12.5 µM; 340,000 compounds, 0.68% hits; AID 504582; in the data active means growth rescue above about 28%, passing the limit was not always enough; inconclusive means no clear call, values can overlap the other calls;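 further: yeast W303a lacking pdr1 and pdr3 grown in galactose medium; growth measured after three days at 30 °C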
BoNT-A LC inh2: BoNT A light chain protease inhibition; multiplex microsphere protease substrate cleavage, flow cytometry; inhibition, % at 10 µM; 360,000 compounds, 0.17% hits; AID 588499; further: plate controls were buffer without enzyme for full effect and enzyme alone for no effect
* hit, by the source's call; ? = inconclusive; · = no result given. Unless noted, no stated cut-off is given here; in the data, active means inhibition above about 30%; inconclusive means no clear call, values can overlap the other calls; inactive means below that. An unsorted share of the library; 4.7% or so of the library scored in one or more.

SMILES | FadD28 binding | UGM FP inh | Anthrax LF inh2 | BoNT F protease | GDH-TPI inh | Mtb BioA inh | FBA Mtb inh | PfHsp40 rescue | BoNT-A LC inh2
CCn1c2ccccc2c2cc(NC(=O)C(C)C)ccc21 | -2.4 | -0.2 | 0 | -2 | 1 | -1.0 | 1 | 0.6 | 0.3
CC(OC(=O)CCNS(=O)(=O)c1ccccc1)C(=O)Nc1ccc(S(=O)(=O)N2CCCCC2)cc1 (stereo unspecified) | -3.6 | · | -4 | -5 | -4 | -2.0 | 0 | 1.0 | 0.0
COc1ccc(CN(C)C(=O)c2ccc(NC(=O)CC3SC(N4CCCC4)=NC3=O)cc2)c(OC)c1OC (stereo unspecified) | -2.0 | 1.9 | -3 | -2 | 5 | · | 3 | -0.7 | 0.7
CCCn1cnc2c(SCc3ccc(Cl)cc3)nc(N)nc21 | -3.7 | · | -2 | -6 | 10 | 1.3 | 0 | 0.5 | 0.2
CN(C(=O)c1ccc(NC(=O)Cc2ccc(NC(=O)C3CCCN(C(=O)C4CCCCC4)C3)cc2)cc1)C1CC1 (stereo unspecified) | -2.7 | 1.6 | 0 | -1 | 3 | 0.2 | 0 | 0.7 | 0.1
CCc1nn(CC(=O)N2CCN(c3ccc(OC)cc3)CC2)c(=O)c2cc3occc3n12 | -1.2 | -1.0 | 0 | 2 | 3 | 2.1 | -1 | 1.6 | -1.2
Cc1c(C(=O)OCC(C)C)[nH]c2c1C(=O)CC(c1cccs1)C2 (stereo unspecified) | -2.7 | -0.5 | -1 | -3 | -4 | -0.8 | 0 | -0.9 | 0.6
Nc1nnn(-c2ccccc2)c1-c1ccccc1 | -1.5 | 3.2 | 0 | 15 | -2 | -1.2 | 5 | -0.2 | -1.2
COc1cc(/C=N/Nc2nc3ccccc3s2)ccc1O | 3.0 | -0.9 | 1 | -6 | 27 | -1.1 | 9 | 3.1 | -0.1
Cc1ccc(N(CC(=O)NC(C)(C)C)C(=O)CNC(=O)c2cccs2)cc1C | 0.6 | -1.6 | -2 | 1 | 0 | · | -1 | -0.2 | 0.2
COc1ccccc1-c1oc2ccccc2c1C#CCO | -4.3 | -1.6 | 3 | -10 | 4 | -0.5 | 3 | -1.8 | 0.0
Cc1cccc(NS(=O)(=O)c2c(C)nc3scc(C)n3c2=O)c1 | -2.2 | 0.5 | 0 | 5 | 29 | -1.6 | -3 | -2.4 | 1.2
COCC(=O)Nc1ccc2c(c1)OCO2 | 1.3 | -0.2 | -3 | 0 | 1 | · | 2 | -0.7 | -0.4
O=C(COC(=O)c1cccnc1Nc1cccc(C(F)(F)F)c1)NCCN1C(=O)CSC1=O | -6.4 | 2.2 | 0 | -4 | 9 | 3.0 | 1 | -0.2 | 0.4
CCOC(=O)c1[nH]c(C)c(C(=O)OCC(=O)NCc2ccc(OC)cc2)c1C | -0.9 | -0.5 | -5 | -11 | 2 | -1.6 | -1 | 0.9 | -7.3
Cc1cccc(NC(=O)C2CCCN(S(=O)(=O)c3cccs3)C2)c1C (stereo unspecified) | -0.4 | 1.1 | 18 | 2 | 8 | -3.4 | 7 | 0.4 | 0.9
Cc1cc(C)c2c(C(C)(C)C)nn(-c3ccccc3)c2n1 | 0.1 | -0.7 | -2 | 5 | 4 | -1.8 | 4 | -0.2 | 1.1
COc1cc2c(cc1OC)C(c1c(-c3c(Cl)cccc3Cl)noc1C)=NCC2 | -0.5 | · | -5 | -8 | 7 | · | 0 | · | -0.7
CCc1ccc(Nc2nnc(SCn3nnc4ccccc4c3=O)s2)cc1 | -6.1 | 0.6 | 4 | -4 | 17 | -1.0 | -2 | 1.0 | -0.9
COc1cccc(-c2cc3nc(Nc4ccc(OC)c(OC)c4)n(C)c(=O)c3s2)c1 | 0.7 | · | -7 | -7 | 15 | -0.8 | 5 | · | -0.3
CCCCC1(C)OC(=O)C(=Cc2ccc(N(C)C)cc2)C(=O)O1 (stereo unspecified) | 0.0 | 2.9 | 2 | 6 | 40* | -1.0 | -3 | -1.8 | -0.2
O=C(CSCc1ccc(Br)cc1)NCCc1ccccc1 | -6.4 | 3.2 | 2 | -1 | -7 | 1.5 | 0 | 3.0 | 0.2
CCOc1ccccc1NC(=O)COC(=O)C(CC)c1ccccc1 (stereo unspecified) | -1.1 | 2.8 | -2 | 1 | 3 | · | 5 | 1.1 | 0.6
c1ccc(-c2noc(C34CC5CC(CC(C5)C3)C4)n2)nc1 | -0.7 | -2.5 | -2 | -2 | 2 | -1.8 | 1 | 12 | -0.9
O=C(C(=O)N1CCN(c2ccccc2Cl)CC1)c1c[nH]c2ccccc12 | -6.9 | 1.2 | 0 | 4 | -9 | 2.6 | 1 | -1.3 | -1.9
CNC(=O)c1ccc(NC(=O)c2cc(S(=O)(=O)N(C)C)ccc2N2CCCC2)cc1 | -0.7 | -2.8 | 1 | -17 | 19 | -1.0 | 8 | -0.9 | 0.1
Cc1ccc(C)c(S(=O)(=O)NCc2ccc3c(c2)OCO3)c1 | -1.5 | -4.7 | 7 | 4 | 0 | 0.9 | 4 | 1.2 | 0.3
Cc1nc(-c2cccc(NC(=O)c3cccs3)c2)cs1 | -4.8 | 0.6 | 0 | -28 | 13 | 3.9 | -11 | 1.2 | -1.7
Cc1ccc(CSc2ccc(-c3ccco3)nn2)cc1 | -5.2 | 0.5 | 0 | -6 | 1 | 0.2 | -1 | 1.7 | 0.6
O=C(N/N=C\c1ccc(Sc2ccccn2)o1)c1cccc(Br)c1 | -3.7 | -0.6 | 5 | 5 | 32* | 4.8 | -1 | 4.5 | 1.2
N#CCCN(C(=O)COC(=O)c1ccc(S(=O)(=O)N2CCCC2)cc1)c1cccc(Cl)c1 | -2.6 | 0.1 | 0 | 0 | -6 | 1.0 | -2 | 0.5 | -0.3
O=C(O)CSCCCC(=O)Nc1ccc(Br)cc1 | -0.4 | 3.3 | 18 | 20 | -2 | -1.9 | 2 | -0.1 | ?
CCC1Oc2ccccc2N(CC(=O)NCCCN2CCOCC2)C1=O (stereo unspecified) | -1.6 | 1.5 | 1 | -11 | 10 | -1.5 | 7 | -2.4 | 0.4
COc1ccc(CNC(=O)COc2ccccc2C(=O)c2cnn(-c3ccccc3)c2)cc1OC | -0.8 | · | 0 | -11 | 10 | 2.1 | 6 | ? | 0.2
COC(=O)Cc1cc(=O)n(-c2nc3ccccc3[nH]2)[nH]1 | -0.2 | -0.7 | -3 | -1 | 8 | · | 1 | 9.1 | 1.1
CC(C)CN(C(=O)COc1ccc([N+](=O)[O-])cc1)c1c(N)n(CC(C)C)c(=O)[nH]c1=O | -0.6 | 1.6 | 13 | 3 | 8 | -8.2 | 2 | -1.4 | 0.3
Cc1ccc(S(=O)(=O)N(C)C)cc1NC(=O)COC(=O)c1ccc2c(c1)OCO2 | -1.4 | -1.3 | -3 | -1 | 6 | · | 3 | 0.6 | -0.1
COc1cc(OC)cc(C(=O)N[C@@H](CCSC)c2nc3ccccc3[nH]2)c1 | -2.4 | 0.6 | 1 | -7 | -5 | 1.4 | -2 | -0.8 | -0.7
C[C@@H]1CN([C@H](C)CO)C(=O)CCCn2nncc2CO[C@@H]1CN(C)C(=O)Nc1cccc2ccccc12 | 2.2 | · | -6 | -2 | -6 | -1.5 | 8 | · | -0.5
COc1ccc(C(C)(NC(C)=O)c2nc(-c3cccnc3)cs2)cc1 (stereo unspecified) | -0.4 | · | -11 | 5 | 12 | -3.0 | 1 | · | 0.0
O=C(Oc1ccc(Br)cc1C(=S)N1CCCC1)c1ccccc1Cl | -2.6 | 1.7 | -4 | 9 | 2 | 0.1 | 1 | -1.5 | -0.9
COc1ccccc1N(CC(=O)N1CCCC1)S(=O)(=O)c1ccc(C)cc1 | -3.6 | -1.6 | -8 | 18 | -1 | -1.2 | -4 | -1.0 | 0.8
C=CCOC(=O)C1=C[C@@H](c2ccccc2)C[C@@H](OCc2ccc(CO)cc2)O1 | -1.8 | 4.0 | -4 | -11 | 6 | -0.4 | 2 | 0.5 | -0.1
Cc1ccc(/C=N/c2sc3c(c2C#N)CCCCC3)o1 | -2.5 | -0.3 | -4 | 6 | 8 | 1.1 | 2 | 2.6 | 0.2
COC(C)(C)[C@H](O)COc1c2ccoc2cc2oc(=O)ccc12 | -3.0 | -0.6 | -5 | -3 | 20 | -1.1 | 2 | -1.7 | 0.0
Cc1ccccc1C(=O)Nc1ccc(N2CCOCC2)nc1 | -4.2 | 2.3 | -3 | 5 | 1 | -0.4 | -1 | -1.4 | 0.2
COc1cc2ccc(=O)oc2c2ccoc12 | -0.6 | -4.1 | -4 | 5 | 18 | 1.7 | 35* | 0.8 | -0.2
Nc1nonc1N/N=C/c1c(O)ccc2ccccc12 | 1.0 | 0.2 | -7 | 0 | 9 | · | 0 | -0.3 | -0.2
Cc1cc(CNC(=O)c2ccc(C)c([N+](=O)[O-])c2)c2ccccc2n1 | -3.0 | 0.3 | -3 | -4 | 3 | · | -1 | 0.3 | -1.2
C=CCNC(=O)c1ccccc1NS(=O)(=O)c1ccc(OC)c(C(=O)N2CCOCC2)c1 | 0.1 | 0.1 | -16 | 3 | -7 | -1.7 | 2 | 0.1 | -2.4

Just UGM FP inh, FadD28 binding and BoNT-A LC inh2, for some of the entries so far:
smiles,UGM FP inh,FadD28 binding,BoNT-A LC inh2
CCCn1cnc2c(SCc3ccc(Cl)cc3)nc(N)nc21,·,-3.7,0.2
CN(C(=O)c1ccc(NC(=O)Cc2ccc(NC(=O)C3CCCN(C(=O)C4CCCCC4)C3)cc2)cc1)C1CC1 (stereo unspecified),1.6,-2.7,0.1
CCc1nn(CC(=O)N2CCN(c3ccc(OC)cc3)CC2)c(=O)c2cc3occc3n12,-1.0,-1.2,-1.2
Cc1c(C(=O)OCC(C)C)[nH]c2c1C(=O)CC(c1cccs1)C2 (stereo unspecified),-0.5,-2.7,0.6
Nc1nnn(-c2ccccc2)c1-c1ccccc1,3.2,-1.5,-1.2

More structures
SMILES | FadD28 binding | UGM FP inh | Anthrax LF inh2 | BoNT F protease | GDH-TPI inh | Mtb BioA inh | FBA Mtb inh | PfHsp40 rescue | BoNT-A LC inh2
COc1ccc(Nc2nc(N)c([N+](=O)[O-])c(NC3CCCCC3)n2)cc1 | -0.6 | -0.3 | -11 | ? | 14 | 0.6 | 0 | 21 | -0.3
Cn1c(=O)c(=O)n(C)c2cc(S(=O)(=O)N3CCc4ccccc43)ccc21 | -1.0 | -0.1 | -8 | 2 | 8 | -0.3 | 1 | -0.5 | 0.5
FC(F)(F)c1cccc(OCCN2CCN(Cc3ccccc3)CC2)c1 | -0.7 | 4.4 | -3 | -7 | -1 | 1.1 | 3 | 0.5 | -0.8
Cc1cccc(C)c1NC(=O)CCS(=O)(=O)c1cccc2nsnc12 | 0.7 | -2.6 | 0 | -3 | 9 | 0.5 | -1 | 0.1 | 1.1
Cc1ccc(CN2CCCC(C(=O)c3ccc4c(c3)OCO4)C2)cc1C (stereo unspecified) | -5.1 | 0.9 | -5 | 0 | -1 | 0.3 | 2 | -1.4 | -0.4
Cc1cc(C)n(-c2cccc(F)n2)n1 | -3.2 | 4.5 | 0 | 4 | -13 | · | -3 | -1.4 | 0.3
O=C(c1cccc(Oc2ccccc2)c1)N1CCOCC1 | -1.9 | 0.5 | 4 | -12 | -3 | 0.6 | 1 | -1.3 | -0.3
C=CCOc1ccccc1C(=O)/C=C1/C(=O)Nc2ccccc21 | -1.1 | -1.3 | 1 | 20 | 8 | -0.1 | -4 | -1.9 | 2.5
COc1ccc(C(=O)Nc2ccc(NC(=O)c3ccco3)c(Cl)c2)cc1OC | -3.4 | 1.9 | 6 | 1 | 7 | 2.7 | -4 | -1.7 | -0.2

A second format for some results above.
> Cc1cc(C)c2c(C(C)(C)C)nn(-c3ccccc3)c2n1
- FadD28 binding = 0.1
- UGM FP inh = -0.7
- Anthrax LF inh2 = -2
- BoNT F protease = 5
- GDH-TPI inh = 4
- Mtb BioA inh = -1.8
- FBA Mtb inh = 4
- PfHsp40 rescue = -0.2
- BoNT-A LC inh2 = 1.1
> Cc1ccc(N(CC(=O)NC(C)(C)C)C(=O)CNC(=O)c2cccs2)cc1C
- FadD28 binding = 0.6
- UGM FP inh = -1.6
- Anthrax LF inh2 = -2
- BoNT F protease = 1
- GDH-TPI inh = 0
- Mtb BioA inh = ·
- FBA Mtb inh = -1
- PfHsp40 rescue = -0.2
- BoNT-A LC inh2 = 0.2
